HCV inh = qHTS Assay for Inhibitors of Hepatitis C Virus (HCV); Huh7.5.1 HCVcc-Cre infection, luciferase reporter, 44 h; Potency, µM (series often up to 41.8 µM), inactives show at the top dose activity change, negative = inhibition, most hits filed as inhibitors; hit rate 3.4% among 340,000; AID 651820, 2012
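Luciferase read-out (15 sec integration) after a 15 min room-temperature substrate step quantifies HCVcc-Cre infection. Cells, 1,000 per well, had compound added 4 h post-plating, then virus at ~0.5 moi, and were cultured 44 h.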
Pf growth 48h = Primary qHTS for delayed death inhibitors of the malarial parasite plastid, 48 hour incubation. P. falciparum luciferase growth in erythrocytes, 48 h. Potency, µM (top dose mostly 28.7 µM), without a hit: at the highest dose activity change, negative = inhibition, actives largely listed as inhibitors. hit rate 5.9% among 310,000
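Firefly luciferase activity from engineered P. falciparum reports growth; inhibitors lower the luminescent signal. Cultures contained 2% hematocrit erythrocytes at 0.1% final parasitemia.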
Pf growth 96h = Primary qHTS for delayed death inhibitors of the malarial parasite plastid, 96 hour incubation; P. falciparum luciferase reporter growth, 96 h; Potency, µM (titrated, usually from 28.7 µM), for the others: top-dose activity change, negative = inhibition, most hits filed as inhibitors; hit rate 6.9% among 320,000; AID 504834, 2011
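Compounds incubated with erythrocytes infected by luciferase-expressing P. falciparum (2% hematocrit, 0.05% parasitemia final) for 96 hours, 37 C in 5% CO2. Growth inhibition scored as decreased luciferase luminescence.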
TbPYK inhibitor = qHTS of Trypanosoma Brucei Inhibitors; pyruvate kinase (Trypanosoma brucei), Q57TT1; TbPYK enzyme, Kinase-Glo Plus ATP luminescence, 45 min; Potency, µM (titrated, usually from 76.8 µM), without a hit: at the highest dose activity, negative = inhibition, actives largely listed as inhibitors; hit rate 0.12% among 410,000; further: nearly all actives have a fitted effect of over 50% in size
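Assay buffer: 50 mM TEA pH 7.2, 100 mM KCl, 10 mM MgCl2, 0.05% BSA, 0.01% Tween-20. Pyruvate kinase from T. brucei plus substrate met compound, then ADP (130 uM final). Luminescence was read post 45 min RT.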
Sm TGR block = qHTS Assay for the Inhibitors of Schistosoma Mansoni Peroxiredoxins; purified TGR, DTNB reduction, TNB absorbance 405 nm; hit rate 3% among 360,000; Potency, µM (doses to about 114 µM), without a hit: at the highest dose activity change, negative = inhibition, hits mostly inhibitors; Schistosoma mansoni thioredoxin glutathione reductase (TGR), Q962Y6; AID 485364, 2010; further: nearly all actives have a fitted effect of over 60% in size
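First, TGR (20 nM dispensed) and NADPH were mixed with compound. Second, a 15 min room-temperature incubation followed. Third, further NADPH and then DTNB were added to start the reaction. Finally, TNB absorbance was monitored kinetically.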
LmPK inhibitor = qHTS Assay for Inhibitors of Leishmania Mexicana Pyruvate Kinase (LmPK) | Q27686 | purified LmPK, Kinase-Glo ATP luminescence, 1 h | Potency, µM (highest dose often 57.5 µM), without a hit: at the top dose activity change, negative = inhibition, usual class: inhibitors | hit rate 0.37% among 290,000 | AID 1721, 2009
Target sequence (Q27686 whole entry, looked up): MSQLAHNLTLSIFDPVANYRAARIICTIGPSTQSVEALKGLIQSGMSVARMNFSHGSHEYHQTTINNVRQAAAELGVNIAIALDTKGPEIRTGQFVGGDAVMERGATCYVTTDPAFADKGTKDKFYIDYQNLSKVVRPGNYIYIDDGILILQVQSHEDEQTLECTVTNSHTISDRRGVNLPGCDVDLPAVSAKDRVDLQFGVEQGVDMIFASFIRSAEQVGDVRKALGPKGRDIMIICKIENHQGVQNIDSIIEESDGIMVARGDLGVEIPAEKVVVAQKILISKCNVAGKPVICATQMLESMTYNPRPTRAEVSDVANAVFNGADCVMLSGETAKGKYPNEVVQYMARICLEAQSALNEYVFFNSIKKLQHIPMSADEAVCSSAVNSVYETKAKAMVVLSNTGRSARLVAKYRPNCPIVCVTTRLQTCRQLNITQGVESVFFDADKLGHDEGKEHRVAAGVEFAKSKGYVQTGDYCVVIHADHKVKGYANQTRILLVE
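Pyruvate kinase activity monitored as ATP production (luciferase luminescence). Conditions: 0.1 nM enzyme, 0.5 mM PEP, 0.1 mM ADP, 1 h, RT; normalized against uninhibited and no-enzyme wells.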
The depositor's hits bear a star; ? = inconclusive; . = not tested or not shown; & = joins results of further samples; [ ] = dose if it differs, or a comment. The call rests on the fitted dose curve; in most records, active means well fitted curve in the direction sought with a large enough effect; inconclusive means small, poorly fitted or top-dose-only effect, or another doubt; inactive means no such curve, though single readings can be large; an effect the other way counts as inactive or inconclusive. On the % scale 0 is the no-effect control and ±100 the full control effect; potency means the concentration at half of the fitted maximal effect.

SMILES	HCV inh	Pf growth 48h	Pf growth 96h	TbPYK inhibitor	Sm TGR block	LmPK inhibitor
Cc1ccccc1C(=O)Nc1ccccn1	8%	23%	7%	-4%	-25%	-18%
Cc1ccc(S(=O)(=O)N2CCN(c3ccnc4cc(Cl)ccc34)CC2)cc1C	-8%	?	8%	-6%	14%	2%
CC1(C)CC2CC(C)(CN2C(=S)NC(=O)c2ccccc2Cl)C1 (stereo not given)	6%	-16%	?	2%	-1%	2%
Cc1ccc(-n2ncc3c(N4CCCC(C)C4)ncnc32)c(C)c1 (stereo not given)	-20%	125%[activator]	98%[activator]	0%	-1%	2%
CCc1nnc(NC(=O)C2CCCN(S(=O)(=O)c3ccccc3)C2)s1 (stereo not given)	8%	-26%	.	-3%	5%	-7%
CCC(=O)Nc1ccc(C(=O)N/N=C/c2ccccc2[N+](=O)[O-])cc1	27%	12%	126%[activator]	3%	12%	1%
COc1ccc(NC(=O)N2CCCC2C(=O)NCc2ccccc2Cl)cc1 (stereo not given)	-1%	-15%	?	3%	15%	-1%
CCN1CCN(C(=O)C2CCN(c3nnc(-n4c(C)ccc4C)s3)CC2)CC1	17%	13%	?	3%	?	-1%
CC1=CC2=NC(=O)/C(=C\c3ccc(-c4ccc(Cl)cc4)o3)C(=N)N2O1	0%	47%[activator]	?	.	-7%	3%
COc1ccc2nc(N3CCN(C(=O)c4ccc([N+](=O)[O-])o4)CC3)sc2c1	?	1.3µM*	0.74µM*	7%	-13%	.
C=CCN1C(=O)C2(NNc3ccccc3O2)c2ccccc21 (stereo not given)	3%	.	12µM*	-14%	6%	1%
CCn1nnnc1SCC(=O)Nc1nc(-c2cccs2)cs1	-5%	-13%	.	-5%	0%	0%

Shown with two lines to a compound: entries from further up
Order of results: HCV inh | Pf growth 48h | Pf growth 96h | TbPYK inhibitor | Sm TGR block | LmPK inhibitor
> CCn1nnnc1SCC(=O)Nc1nc(-c2cccs2)cs1
  -5% | -13% | . | -5% | 0% | 0%
> C=CCN1C(=O)C2(NNc3ccccc3O2)c2ccccc21 (stereo not given)
  3% | . | 12µM* | -14% | 6% | 1%
> Cc1ccc(-n2ncc3c(N4CCCC(C)C4)ncnc32)c(C)c1 (stereo not given)
  -20% | 125%[activator] | 98%[activator] | 0% | -1% | 2%

Taken from above.
For Sm TGR block, Cc1ccc(S(=O)(=O)N2CCN(c3ccnc4cc(Cl)ccc34)CC2)cc1C reads 14%
For Pf growth 96h, Cc1ccccc1C(=O)Nc1ccccn1 reads 7%
For TbPYK inhibitor, COc1ccc2nc(N3CCN(C(=O)c4ccc([N+](=O)[O-])o4)CC3)sc2c1 reads 7%

Following part.
SMILES	HCV inh	Pf growth 48h	Pf growth 96h	TbPYK inhibitor	Sm TGR block	LmPK inhibitor
O=C(Cc1c(F)cccc1Cl)NCC(=O)OCc1ccccc1	17%	-4%	38%[activator]	2%	6%	.
CCOc1ccc(NS(=O)(=O)c2ccc(C(=O)NCC(C)(C)N3CCOCC3)cc2)cc1	-8%	-2%	-10%	-1%	1%	.
CC(=O)Nc1cccc(/C(C)=N/NC(=O)c2cc(-c3ccncc3)nc3ccccc23)c1	-21%	?	?	-5%	0%	0%
O=C(NCc1ccccc1)C(c1c(F)cccc1Cl)N(C(=O)c1csnn1)C1CC1 (stereo not given)	25%	?	26%	6%	-18%	-1%
COc1cc2[nH]c(=O)n(-c3ccccc3)c(=O)c2cc1OC	1%	-10%	.	0%	7%	0%
Cc1cccc(OCC(=O)Nc2ccc(NC(=O)c3ccco3)cc2)c1	-18%	-5%	0%	2%	5%	-5%
Cc1ccc(NC(=O)CC(=O)Nc2ccc(C)c(C)c2)cc1C	-12%	26%	6%	-1%	-1%	-6%
CCOC(=O)c1ccc(NC(=S)N2CCN(C(=O)C3CCCO3)CC2)cc1 (stereo not given)	-11%	-11%	-4%	-4%	-7%	-7%
COc1cccc2cc(C(C)=O)c(=O)oc12	20%	14%	14%	2%	-3%	-1%
O=C(Nc1cccs1)Nc1c(F)c(F)cc(F)c1F	32%[activator]	?	4.7µM*	0%	-14%	2%
CC(=O)Nc1ccc(NC(=O)C(=O)c2cn(CC(=O)N3CCCC3)c3ccccc23)cc1	.	-20%	9%	2%	-4%	8%
Cc1ccc(OCCC(=O)OCC(=O)NC2CCCC2)cc1	5%	10%	-2%	-5%	-5%	.
COc1ccccc1NS(=O)(=O)c1ccc(S(=O)(=O)N2CCOCC2)cc1	-9%	-6%	9%	4%	10%	-3%
Cc1ccc(S(=O)(=O)CCC(=O)c2ccc(O)cc2O)cc1	17%	-13%	.	0%	0.45µM*	0%
COc1ccc(C2/C(=C(/O)c3ccccc3)C(=O)C(=O)N2C)cc1OC (stereo not given)	4%	17%	?	5%	-2%	-1%
CCCCCN(C(=O)NC(=O)Nc1nncs1)S(C)(=O)=O	3%	.	.	-5%	-1%[11.4 µM]	-1%
CCNC(=S)NNC(=O)c1cc(-c2cccnc2)nc2ccccc12	0%	4%	21%	2%	2%	-13%
Cc1cc(C)nc(N2CCN(c3ccc(F)cc3)CC2)n1	10µM*	?	78%[activator]	-4%	2%	-2%
COC(CNC(=O)c1cccc(-n2c(=S)[nH]c3cc(Cl)ccc3c2=O)c1)OC	11%	-5%	?	-6%	2%	1%
CCCNC(=O)c1ccc(C)c(NC(=O)C2=C(C)OCCS2)c1	-2%	-5%	42%[activator]	-4%	-3%	0%
COc1ccc2[nH]cc(CCn3ccc(=O)c(C)c3C)c2c1	12%	?	?	4%	-10%	1%
Clc1cccc(Nc2ncnc3c2cnn3-c2ccccc2)c1	11µM*	-69%	?	-2%	1%	4%
CCCCCC/C=N/Nc1nnc(Cc2ccccc2)c(=O)[nH]1	22%	.	19%	-26%	1%	-4%
CCOc1ccc(NC(=O)CN2C(=O)S/C(=C/c3cccn3C)C2=O)cc1	?	-12%	?	14%	-3%	0%
CC(C)(C)c1ccc(C(=O)Nc2ccc([N+](=O)[O-])cn2)cc1	5%	104%[activator]	-4%	-3%	-2%	0%
Cc1ncc([N+](=O)[O-])n1CC(=O)Nc1ccc(OC(F)(F)Cl)cc1	2%	-1%	-1%	-1%	9%	0%
O=C(NCCc1ccccc1)c1ccccc1NC(=O)C1CCCO1 (stereo not given)	12%	101%[activator]	?	3%	.	0%
O=C1c2[nH]nc(-c3ccccc3O)c2C(c2ccc(F)cc2)N1Cc1ccco1 (stereo not given)	-1%	?	.	-19%	0%	-2%
O=C(Nc1cc2c(cc1Br)OCCCO2)c1cccnc1	19%	7%	-12%	0%	-26%	0%
O=C(Nc1nc2c(s1)CCCC2)c1ccc(S(=O)(=O)N2CCCc3ccccc32)cc1	?	?	10µM*	-8%	2%	1%
Cc1nc(SCCO)c2oc3ccccc3c2n1	?	24%	?	-6%	-8%	-8%
O=C(O)CCCC(=O)N1CCc2cc(S(=O)(=O)NCc3ccccc3)ccc21	16%	17%	15%	8%&1%	25%&4%	-1%
CC(OC(=O)c1cc2sccc2n1C)C(=O)NCC1CCCO1 (stereo not given)	8%	16%	.	0%	0%	-3%
CC1CN(Cc2ccc(Cl)cc2Cl)CC(C)O1 (stereo not given)	-1%	.	65%[activator]	1%	5%	-12%
CCOC(=O)C1CN(S(=O)(=O)c2ccc(OC)cc2)c2ccccc2O1 (stereo not given)	15%	11%[0.00184 µM]	30%[activator]	-14%	-5%	-1%
Cc1ccc(Cn2c3ccccc3c3cn[nH]c(=O)c32)cc1	-14%	-8%	-1%	-3%	-1%	0%
COc1ccc(Cl)cc1NC(=O)NCc1cccnc1	?	10%	89%[activator]	1%	5%	-5%
CCOC(=O)C1CCCN(CC(=O)Nc2c(C(=O)OC)[nH]c3ccc(Cl)cc23)C1 (stereo not given)	?	?	.	0%	9%	5%
Cc1ccc(CCC(=O)Nc2ncc(Cc3cc(Cl)ccc3Cl)s2)o1	?	2%	-16%	-9%	-25%	0%
Cc1nnc(SCC(=O)N2CCc3ccccc3C2)s1	19%	16%	?	-6%	20%	2%
Cc1ccc2nnnc(-c3ccccc3)c2c1	21%	23%	-7%	-16%	6%	3%
CCn1c(COc2cc(C)ccc2C(C)C)nnc1SCC(=O)Nc1nccs1	-26%	-15%	36%[activator]	-2%	4%	2%
Cc1cc(C)cc(OC(=O)CN2C(=O)c3ccccc3C2=O)c1	24%	13%	?	2%	15%	0%
C/C(=N\NC(=O)CSc1nc(C)cc(C)n1)c1ccc([N+](=O)[O-])cc1	11%	2%	15%	6%	5%	6%
Cc1cc(C(=O)Nc2ccc(S(=O)(=O)Nc3onc(C)c3C)cc2)cs1	10%	-16%	73%[activator]	2%	-1%	-2%
CN(Cc1ccccc1)C(=C(Cl)Cl)C(=C1NCCN1)[N+](=O)[O-]	19%	-6%	-14%	-3%	35µM*	-3%
COc1cc(NC(=O)C2CSC3(C)CCC(=O)N23)c(OC)cc1Cl (stereo not given)	10µM*	?	5%	0%	4%	.
Cc1ccc(-c2ccc(/C=N/N=C3/NC(=O)C(CC(=O)O)S3)o2)c([N+](=O)[O-])c1 (stereo not given)	-8%	-7%	.	11%	23%	?
COc1cc2c(cc1OC)CN(C(=O)C1CCCN1S(=O)(=O)c1ccc(C)cc1)CC2 (stereo not given)	10%	-9%	-28%	2%	-13%	-3%
COc1ccc(CN(CC(=O)NC2CCCC2)C(=O)c2onc(C(N)=O)c2N)cc1	3%	2%	1%	-4%	-1%	-6%
C=CCOC(=O)C1=C[C@@H](c2coc3ccccc3c2=O)[C@H](CCCO)[C@@H](OCC)O1	-14%	?	?	3%	-7%	11%
COc1ccc(-c2nnc(NC(=O)Cc3ccccc3)s2)c(OC)c1	10%	88%[activator]	88%[activator]	6%	7%	2%
Cc1ccc(NC(=O)c2cccc(S(=O)(=O)N3CCN(c4ccccc4)CC3)c2)nc1	13µM*	?	?	3%	5%	.
CC(C)CNS(=O)(=O)c1ccc(CCC(=O)N2CCN(Cc3ccccc3)CC2)cc1	-10%&-17%	?	50%[activator]	2%	-1%	6%
Cc1onc(-c2c(Cl)cccc2Cl)c1C(=O)NCCc1ccncc1	17%	-3%	?	1%	4%	-7%
Cc1ccc(CSc2ncnc3c2cnn3Cc2ccccc2)cc1C	-2%	19%	.	-1%	18%	6%
Cc1cccc(NS(=O)(=O)c2ccc3c(c2)oc(=O)n3C)c1C	-1%	-18%	-8%	2%	2%	-6%
CC1=CC(C/C(C)=C/COc2ccc3ccc(=O)oc3c2)OC1=O (stereo not given)	-28%	-7%	33%[activator]	-2%	-30%	-1%
CCN1CCN(C(=O)CN(C)S(=O)(=O)c2ccc(OC)c(C)c2)CC1	16%	.	-25%	9%	-7%	-4%
COC(=O)c1c(C)oc2ccc(OC(=O)N3CCOCC3)cc12	0%	-13%	0%	2%	-2%	0%
CCCCn1c(N)c(N(CC(C)C)C(=O)c2cccc(-n3cnnn3)c2)c(=O)[nH]c1=O	2%	-11%	14%	-21%	-4%	.

A draw from above in order of length of the SMILES, ascending.
SMILES	HCV inh	Pf growth 48h	Pf growth 96h	TbPYK inhibitor	Sm TGR block	LmPK inhibitor
Cc1cc(C)nc(N2CCN(c3ccc(F)cc3)CC2)n1	10µM*	?	78%[activator]	-4%	2%	-2%
CCCCCC/C=N/Nc1nnc(Cc2ccccc2)c(=O)[nH]1	22%	.	19%	-26%	1%	-4%
Cc1ccc(S(=O)(=O)N2CCN(c3ccnc4cc(Cl)ccc34)CC2)cc1C	-8%	?	8%	-6%	14%	2%
CC(=O)Nc1cccc(/C(C)=N/NC(=O)c2cc(-c3ccncc3)nc3ccccc23)c1	-21%	?	?	-5%	0%	0%

Screening data from PubChem.
